Rpn11 block: inhibitors of human proteasome Rpn11. O00487. human 26S proteasome, Ub4-pepOG fluorescence polarization; 20S core pre-blocked with epoxomicin. calls only at 20 µM. 360,000 tested, 0.59% active. AID 588493;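 active = inhibition at 20 µM, scaled to each plate's controls, above about 33%, limit read from the data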
Target sequence (O00487 whole entry, looked up): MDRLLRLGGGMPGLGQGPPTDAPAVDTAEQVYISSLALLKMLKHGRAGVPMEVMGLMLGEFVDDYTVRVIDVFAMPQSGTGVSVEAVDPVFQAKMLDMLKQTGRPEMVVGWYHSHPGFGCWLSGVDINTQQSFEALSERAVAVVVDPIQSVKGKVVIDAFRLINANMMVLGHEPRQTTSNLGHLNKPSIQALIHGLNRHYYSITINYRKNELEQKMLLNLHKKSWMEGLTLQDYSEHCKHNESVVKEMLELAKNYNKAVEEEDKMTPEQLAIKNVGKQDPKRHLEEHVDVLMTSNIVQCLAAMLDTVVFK
Scp-1 inhibitor: inhibitors of human Scp-1 phosphatase. Q9GZU7. inhibition, % at 20 µM. 340,000 tested, 0.88% active. Recombinant Scp1, phosphopeptide, malachite green phosphate absorbance;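 active = inhibition above about 50% at 20 µM, limit read from the data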;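 note: plate controls were DMSO wells with enzyme for no effect and wells lacking enzyme for full effect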
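Material – SCP-1 phosphatase catalytic domain, residues 76-261 · Buffer or medium – Acidic Tris acetate buffer with magnesium and detergent · Also added – Phospho 17-mer peptide substrate · Compound – single 20 µM dose, 1% DMSO · Times – 45 min room-temperature reaction, 5 min colour, 30 min stabiliser · Technique – Phosphate-binding colour reagent, absorbance read at 630 nm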
Tb MetRS inh: Trypanosoma brucei MetRS inhibition. purified T. brucei MetRS, ATP depletion, Kinase-Glo luminescence. inhibition, % at 11.9 µM. 360,000 tested, 0.4% active. AID 624268;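 active = inhibition above a per-plate cutoff of the control wells' mean inhibition plus 3 SD, cut at about 5.5% in these data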;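 note: 0% = DMSO wells median and 100% = median of wells with control inhibitor compound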
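Test system: purified T. brucei MetRS enzyme. Also added: ATP, methionine and E. coli bulk tRNA substrates. Compound: 11.9 µM single point. Schedule: 15 min enzyme-compound preincubation, 2 h reaction, 10 min detection, 25 °C. Signal: luciferase luminescence of residual ATP, Kinase-Glo. Evaluation: percent inhibition versus plate control medians. Controls: DMSO wells, low control.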
CSN inh: CSN deneddylation inhibition; Q92905; inhibition, % at 12.5 µM; Purified CSN, SCF-Nedd8-OG deneddylation, fluorescence polarization; 360,000 tested, 0.38% active; AID 651999;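 active = pattern-corrected inhibition above about 35%, with an unprinted fluorescence ratio check between 0.5 and 1.5, limit read from the data, passing the limit was not always enough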;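 note: 0% = enzyme with substrate and 100% = substrate without enzyme; some results filed as inactive read as strong as hits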
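Assay system: HEK293T-derived human Csn5 enzyme; quantity: 0.24 nM enzyme; medium: Tris/NaCl/DTT buffer, pH 7.5; also added: substrate SCFSkp2-Nedd8OG, 10 nM; doses: 12.5 µM compound; schedule: 90 min reaction at room temperature; signal: FP; read-out: % inhibition of substrate cleavage by Csn5; benchmarks: substrate-only high control, full reaction low control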
LMPTP block: blocks human LMPTP phosphatase; P24666; recombinant LMPTP-A, OMFP fluorogenic substrate, fluorescence intensity; inhibition, % at 20 µM; 360,000 tested, 0.22% active; AID 651560;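 active = compounds that cut the enzyme signal by at least half of the control window in the single-dose screen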;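 note: plate controls were DMSO wells with enzyme plus substrate for no effect and substrate without enzyme for full effect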
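Assay system: LMPTP-A, protein tyrosine phosphatase of low molecular weight / Medium: pH 6.0 Bis-Tris buffer with DTT and Triton X-100 / Schedule: 50 min enzyme reaction at room temperature, protected from light / Measured by: endpoint fluorescence intensity from OMFP dephosphorylation / Read-out basis: % inhibition relative to no-enzyme and uninhibited control wells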
PABP1 MLLE inh: blocks PAM2 peptide binding to the PABP1 MLLE domain. P11940. GST-MLLE / FITC-PAM2 fluorescence polarization. inhibition, % at 20 µM. 360,000 tested, 0.36% active; in the data active = inhibition above about 35%, passing the limit was not always enough;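 note: plate controls were DMSO wells with GST-MLLE for no effect and wells lacking GST-MLLE protein for full effect; some results filed as inactive read as strong as hits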
Target sequence (P11940 whole entry, looked up, the tested form may be a part): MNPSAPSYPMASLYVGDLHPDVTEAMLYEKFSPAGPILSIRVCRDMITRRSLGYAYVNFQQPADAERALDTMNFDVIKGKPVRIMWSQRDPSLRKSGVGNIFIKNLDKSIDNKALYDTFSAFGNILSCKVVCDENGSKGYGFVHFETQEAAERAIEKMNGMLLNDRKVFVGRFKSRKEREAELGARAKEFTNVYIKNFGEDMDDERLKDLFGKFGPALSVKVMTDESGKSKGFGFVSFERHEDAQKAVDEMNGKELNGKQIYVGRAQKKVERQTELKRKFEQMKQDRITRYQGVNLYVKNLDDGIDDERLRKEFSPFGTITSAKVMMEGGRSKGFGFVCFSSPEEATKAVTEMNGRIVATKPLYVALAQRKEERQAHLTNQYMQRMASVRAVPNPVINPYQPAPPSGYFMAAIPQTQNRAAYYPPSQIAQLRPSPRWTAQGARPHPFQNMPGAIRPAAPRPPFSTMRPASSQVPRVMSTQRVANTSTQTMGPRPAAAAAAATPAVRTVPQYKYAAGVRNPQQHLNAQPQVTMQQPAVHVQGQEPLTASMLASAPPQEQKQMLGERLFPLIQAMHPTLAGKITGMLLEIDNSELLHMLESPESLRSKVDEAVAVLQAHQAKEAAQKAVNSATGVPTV
SUMO1-SIM PPI: modulators of human SUMO1-mediated protein-protein interactions | P63165 | SUMO1 binding to a labelled peptide, TR-FRET, 1 h | inhibition, % at 20 µM | 360,000 tested, 0.33% active | AID 602429; in the data active = inhibition above about 37%
Target sequence (P63165 whole entry, looked up): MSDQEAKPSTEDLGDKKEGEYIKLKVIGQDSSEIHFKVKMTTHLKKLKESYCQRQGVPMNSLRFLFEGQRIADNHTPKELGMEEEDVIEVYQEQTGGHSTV
NadD inh: inhibitors of Staphylococcus aureus NadD; purified NadD enzyme, colorimetric absorbance read-out; inhibition, % at 20 µM; 360,000 tested, 0.78% active; AID 602399; in the data active = inhibition above about 26%; note: some compounds past the cut are filed as inactive
STEP inh: blocks human striatal-enriched tyrosine phosphatase. P54829. recombinant STEP, OMFP fluorogenic substrate, fluorescence. inhibition, % at 20 µM. 360,000 tested, 0.25% active. AID 588621;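 active = inhibition at 20 µM, scaled per plate between control wells, above about 37%, limit read from the data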;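 note: 0% = DMSO with enzyme and substrate and 100% = substrate only without enzyme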
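Assay system: isolated STEP enzyme. Buffer or medium: pH 6.0 Bis-Tris with DTT and Tween 20. Also added: fluorogenic phosphatase substrate OMFP at 25 µM final. Dosing: 20 µM, 1% DMSO. Timing: 20 min reaction, room temperature, in the dark. Measured by: fluorescence intensity, excitation 480 nm, emission 540 nm. Evaluation: normalized % inhibition.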
DNMT1 inh: DNMT1 (human) enzyme inhibition; inhibition (reported as % activation of signal), % at 10 µM; 360,000 tested, 0.83% active; P26358; DNMT1 molecular beacon, Hinp1I cleavage, fluorescence; in the data active = inhibition above about 50%
* hit, by the source's call; i = inactive; · = not tested or not shown.

SMILES	Rpn11 block	Scp-1 inhibitor	Tb MetRS inh	CSN inh	LMPTP block	PABP1 MLLE inh	SUMO1-SIM PPI	NadD inh	STEP inh	DNMT1 inh
O=C(Nc1ccccn1)C1CCN(S(=O)(=O)c2ccc3ccccc3c2)CC1	i	1	-0.2	-2	0.1	16	-1	1	-1	1
Cc1ccc(NC(=O)c2ncn(CC(=O)NCc3ccccc3)n2)cc1C	i	7	0.1	-4	-0.4	16	3	-2	-2	4
CN(C)S(=O)(=O)Oc1ccsc1C(=O)Nc1ccc(Cl)c(Cl)c1	i	-14	0.3	0	3.2	-10	-10	-9	-1	-6
CCN(CC(=O)Nc1ccc(NC(C)=O)cc1)C(=O)c1c(C)nn(-c2ccc(F)cc2)c1Cl	i	-4	-0.4	-4	-0.8	-22	-6	5	0	1
N#Cc1cccc(NC(=O)CSc2nnc(-c3n[nH]c4ccccc34)o2)c1	i	-6	1.4	1	0.6	-9	1	7	-3	-5
Cc1cccc(-c2cccc(NC(=O)C3CCCN(Cc4cccnc4)C3)c2)c1 (centres undefined)	i	-5	-1.0	-1	0.3	8	6	-4	-2	-7
C[C@H](CO)N1C[C@H](C)[C@H](CN(C)C(=O)N[C@H](C)c2ccccc2)OCc2ccccc2-c2c(n(C)c3ccccc23)C1=O	i	·	-1.3	-4	-1.9	12	3	-1	4	2
CCOC(=O)C1CCN(S(=O)(=O)c2c(C(=O)N3CCCCC3)c(C)n(C)c2C)CC1	i	-6	-0.2	0	-0.4	17	4	1	-1	1
Cc1ccc(NC(=O)C2CCN(C(=O)N3CCOc4ccccc43)CC2)cc1	i	-8	-0.7	4	-1.5	10	1	0	5	-1
COc1ccc(CCNC(=O)c2nonc2N)cc1OC	i	-7	-0.6	2	-1.8	-4	3	3	-3	11
CC(=O)C1=C(O)C(=O)N(C)C1c1ccccc1F (centres undefined)	i	-18	-0.2	-3	0.7	15	-3	0	-3	2
Fc1ccc(-c2cn(-c3ccccc3)c3[n+]2CCS3)cc1	i	-8	0.3	5	-0.5	-10	1	-3	-2	-2
COc1ccc(C2C(C(=O)N3CCCC3)c3cc(OC)c(OC)cc3C(=O)N2C)cc1 (centres undefined)	i	13	-1.7	-6	-1.6	-7	-1	-2	-3	-1
CCc1c(C)c(C#N)c2nc3ccccc3n2c1-n1nc(C)cc1C	i	3	-0.5	4	-2.6	4	-6	-5	2	6
CCCn1cnc2sc(C(N)=O)c(C)c2c1=O	i	-2	-0.3	-4	-2.5	1	1	-2	-3	0
Cc1nc2ccccn2c1C(=O)N/N=C/c1ccc([N+](=O)[O-])o1	i	67*	0.0	13	4.5	4	0	4	3	64*
CC(C)NS(=O)(=O)c1ccc(OCC(=O)NCc2ccccc2)cc1	i	-7	-0.6	-2	-0.3	-5	0	2	0	3
Cc1cc(C)n(-c2cc(N3CCN(S(=O)(=O)c4ccc(Br)cc4)CC3)ccc2[N+](=O)[O-])n1	i	8	-0.4	2	2.0	-2	-10	22	6	-4
Cc1ccccc1CC1(CO)CCCN(Cc2c(C)nn(C)c2Cl)C1 (centres undefined)	i	-1	-1.1	-4	-1.3	-1	-2	-7	-1	-4
N#C/C(=C\c1c(N2CCC(C(N)=O)CC2)nc2ccccn2c1=O)S(=O)(=O)c1ccc(Cl)cc1	i	-6	-0.2	-1	0.5	-17	-14	3	2	-2
C[C@H]1[C@@H](Cc2cc(Cl)cc(Cl)c2)N(c2ccccc2)c2ccccc2CN1Cc1ccccc1	·	·	-0.6	1	1.4	·	-5	·	·	·
COC(=O)c1ccc2nc(-c3ccccc3)c(Cc3ccc(C)cc3)n2c1	·	·	-0.2	-3	4.3	·	0	10	·	·
CCOC(=O)CCSc1cc(C)c2ccccc2n1	i	-3	-0.5	3	0.4	12	0	-5	2	-1
Cc1nc(C(=O)O)nn1-c1ccc([N+](=O)[O-])cc1	i	-5	-0.3	4	-0.5	13	-18	-1	-2	0
Nc1nc2ccc(Cl)cc2[nH]1	i	-7	0.0	0	-0.7	-49	8	0	-2	-3
O=S(=O)(N/N=C1/CC(c2ccccc2)Oc2ccccc21)c1ccc(Br)cc1 (centres undefined)	i	-7	-1.1	4	2.4	-1	0	21	-3	-2
CC(C)(C)c1cc(CCC(=O)N2CCCC2)cc(C(C)(C)C)c1O	i	46	-0.8	6	0.4	6	0	-6	-1	2
CCSC1=C(C#N)C2(CCCCC2)C(C#N)C(=O)N1 (centres undefined)	i	-2	0.7	-7	-0.8	-3	3	-1	-1	4
CCN(CC(=O)Nc1ccc(OC)cc1)C(=O)c1cc(S(=O)(=O)N2CCOCC2)ccc1N1CCCC1	i	-4	-0.2	0	0.0	-4	0	-5	2	-1
COc1cn(-c2ccccc2)nc1C(=O)NCc1ccccc1	i	-5	-0.9	0	0.0	0	1	-2	0	0
O=C(NCC(=O)N(c1cnc2ccccc2c1)C(C(=O)NC1CCCC1)c1ccncc1)c1ccco1 (centres undefined)	i	-3	0.6	3	-2.3	-9	0	3	2	1
CCOC(=O)c1sc2nc(C)nc(NC3CCC(O)CC3)c2c1C (centres undefined)	i	-5	-1.2	-2	-0.1	-3	-9	-6	0	-1
CCN(CC(=O)Nc1ccc(NC(C)=O)cc1)C(=O)c1c(-c2c(F)cccc2Cl)noc1C	i	9	-0.1	-2	-0.8	-46	-2	-2	-2	-1
NC(Cc1ccc(C(F)(F)F)cc1)c1csc(Nc2nccc(C(F)(F)F)n2)n1 (centres undefined)	i	·	-0.2	0	-16	-6	-74	6	-2	1
CC(=O)Nc1ccc(S(=O)(=O)N2CCC3(CC2)OCCO3)cc1	i	-6	-0.3	0	-0.6	-8	-2	-1	-3	2
OC1CCCN(CC(O)c2ccccc2)C1 (centres undefined)	i	-24	-0.5	2	-0.1	-23	0	11	0	-1
COc1ccc(CCN2C(=O)CC(NNc3ccc([N+](=O)[O-])cc3)C2=O)cc1OC (centres undefined)	i	2	0.5	3	0.4	-9	-25	11	6	-5
CC1(/[N+]([O-])=C/c2ccc(Cl)cc2Cl)CCCCC1=O (centres undefined)	i	5	-0.9	-6	-0.2	13	1	1	-1	1
CCCN(Cc1nnc(-c2ccccc2Cl)o1)C(=O)c1cc(S(=O)(=O)N2CCOCC2)ccc1F	i	-11	-0.2	2	-2.2	-8	1	-5	1	6
CCOc1ccc2nc(NC(=O)CSc3nc(-c4ccccc4)c(C#N)c(=O)[nH]3)sc2c1	i	-1	0.3	-2	3.2	-10	22	20	2	-6

Ordered by count of non-hydrogen atoms (low to high): part of the list above
SMILES	Rpn11 block	Scp-1 inhibitor	Tb MetRS inh	CSN inh	LMPTP block	PABP1 MLLE inh	SUMO1-SIM PPI	NadD inh	STEP inh	DNMT1 inh
OC1CCCN(CC(O)c2ccccc2)C1 (centres undefined)	i	-24	-0.5	2	-0.1	-23	0	11	0	-1
Cc1nc(C(=O)O)nn1-c1ccc([N+](=O)[O-])cc1	i	-5	-0.3	4	-0.5	13	-18	-1	-2	0
CCSC1=C(C#N)C2(CCCCC2)C(C#N)C(=O)N1 (centres undefined)	i	-2	0.7	-7	-0.8	-3	3	-1	-1	4
COc1cn(-c2ccccc2)nc1C(=O)NCc1ccccc1	i	-5	-0.9	0	0.0	0	1	-2	0	0
CCOC(=O)c1sc2nc(C)nc(NC3CCC(O)CC3)c2c1C (centres undefined)	i	-5	-1.2	-2	-0.1	-3	-9	-6	0	-1
CCOc1ccc2nc(NC(=O)CSc3nc(-c4ccccc4)c(C#N)c(=O)[nH]3)sc2c1	i	-1	0.3	-2	3.2	-10	22	20	2	-6
CCN(CC(=O)Nc1ccc(NC(C)=O)cc1)C(=O)c1c(-c2c(F)cccc2Cl)noc1C	i	9	-0.1	-2	-0.8	-46	-2	-2	-2	-1
C[C@H]1[C@@H](Cc2cc(Cl)cc(Cl)c2)N(c2ccccc2)c2ccccc2CN1Cc1ccccc1	·	·	-0.6	1	1.4	·	-5	·	·	·

Other entries
SMILES	Rpn11 block	Scp-1 inhibitor	Tb MetRS inh	CSN inh	LMPTP block	PABP1 MLLE inh	SUMO1-SIM PPI	NadD inh	STEP inh	DNMT1 inh
NC(=O)c1ccc(NC(=O)CSC2=Nc3ccccc3C3CC=NN23)cc1 (centres undefined)	i	-5	0.1	2	0.1	16	47*	-8	-2	-1
c1ccc2c(c1)N1CCCN=C1N2CCN1CCCCC1	i	-6	-0.3	2	-1.8	3	-2	4	-4	-1
CC(C)CNc1cc(N2CCCC2)ccc1[N+](=O)[O-]	i	10	0.1	3	3.8	13	-29	-4	4	3
COc1ccc(NC(=S)N2CCC(NC(=O)c3ccc(OC)cc3)CC2)cc1	i	6	-0.4	1	-0.7	-102	2	-3	1	1
Cc1cccc(-c2nc(=S)c3c(o2)CCCC3)c1	i	-7	-1.3	-11	2.9	45*	-4	-7	1	2
Cc1scc(C(=O)N/N=C/c2ccc(OC(C)C)cc2)c1C	i	3	-1.0	-2	0.9	1	-7	-4	2	-4
O=C(CCS(=O)(=O)c1cccc2nsnc12)NC1CCCCCC1	i	-7	-0.6	5	-2.1	5	-29	4	0	3
O=C(NCc1ccccc1)c1cc(C2COCCN2C(=O)c2ccc3c(c2)CCO3)on1 (centres undefined)	i	·	-0.5	-1	-1.0	-1	1	-1	0	-4
Cc1cccc(NS(=O)(=O)c2nnc(NC(=O)CC(C)C)s2)c1	i	-20	-1.2	2	0.0	13	-4	-9	-2	1
CCCCn1nnnc1C(c1cc2ccccc2o1)N1CCN(c2ccncc2)CC1 (centres undefined)	·	·	-1.1	-1	2.1	·	-3	-6	·	·
Cc1cc(C)c(S(=O)(=O)n2cnc3ccccc32)c(C)c1	i	-9	0.2	-1	-2.6	8	-2	4	-4	1

Assay outcomes from PubChem.
